From PubChem
MC4R antagonist: human MC4R antagonism in cAMP assay; P32245; MC4R-expressing cells, MTII-stimulated cAMP, LANCE TR-FRET; inhibition, % at 6.5 µM; 360,000 tested, 0.48% active;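 active = inhibition above its plate's cutoff, the mean of tested wells on that plate plus 3 SD, cut at about 29% in these data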;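 also: 0% = Melanotan II alone and 100% = Melanotan II plus saturating MCL0020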
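material = U2OS cells stably expressing human melanocortin 4 receptor (MC4R) | also added = Melanotan II challenge | dosing = single nominal compound dose of 6.5 µM | detection = TR-FRET with Eu-cAMP and labeled anti-cAMP, 671 nm | replication = singlicate | timing = compound 30 min, challenge 1 h, detection 1 h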
ABCB6 inh MLPCN: blocks the human ABCB6 transporter. 360,000 tested, 0.19% active. AID 602162. K562-ABCB6 porphyrin accumulation, flow cytometry, 1 h; stronger effect = lower value. fluorescence ratio to DMSO, % at 10 µM;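 active = fluorescence ratio to DMSO below 75%, the collection mean minus 3 SD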;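 also: signal is porphyrin accumulated inside mitochondria; 100% equals median channel fluorescence of DMSO control wells; lower ratio means ABCB6 inhibition with less porphyrin fluorescence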
MC4R barr agon: human MC4R agonism via beta-arrestin; P32245; U2OS MC4R beta-arrestin complementation, luminescence; percent of melanotan II response, DMSO zero; activation, % at 8.9 µM; 360,000 tested, 0.98% active;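 active = activation above a per-plate cutoff, the mean activation of sample wells on that plate plus 3 SD, cut at about 8% in these data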
HTR2A ag: activates the mouse 5-HT2A serotonin receptor; CHO-K1 mHTR2A beta-arrestin complementation, luminescence; percent of 30 µM serotonin response; 360,000 tested, 0.66% active; P35363; activation, % at 7.6 µM;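 active = activation above a run cutoff, the mean activation of all tested compounds plus 3 SD, cut at about 14% in these data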;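 also: 0% = plate median of compound wells and 100% = 30 µM serotonin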
Target sequence (P35363 whole entry, looked up): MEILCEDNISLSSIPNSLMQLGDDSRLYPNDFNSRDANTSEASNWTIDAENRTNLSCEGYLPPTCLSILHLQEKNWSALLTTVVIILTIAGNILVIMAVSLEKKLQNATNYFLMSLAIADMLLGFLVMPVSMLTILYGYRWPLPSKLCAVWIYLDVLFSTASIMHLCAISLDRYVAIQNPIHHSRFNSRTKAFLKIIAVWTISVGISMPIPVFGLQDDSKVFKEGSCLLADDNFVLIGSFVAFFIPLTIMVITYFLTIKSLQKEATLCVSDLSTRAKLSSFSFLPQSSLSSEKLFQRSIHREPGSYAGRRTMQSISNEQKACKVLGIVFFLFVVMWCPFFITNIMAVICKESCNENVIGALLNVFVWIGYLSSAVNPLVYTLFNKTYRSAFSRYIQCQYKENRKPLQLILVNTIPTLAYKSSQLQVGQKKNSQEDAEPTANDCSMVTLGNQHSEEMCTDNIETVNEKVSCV
PDI turbidity: blocks human protein disulfide isomerase activity. P07237. PDI insulin aggregation turbidity, A650, 90 min. inhibition, % at 10 µM. 350,000 tested, 0.052% active. AID 588391;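 active = mean inhibition across replicates of 30% or more, whatever share of single replicates reach that level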;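 also: absorbance from insulin aggregation driven by PDI reduction with DTT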
Target sequence (P07237 whole entry, looked up): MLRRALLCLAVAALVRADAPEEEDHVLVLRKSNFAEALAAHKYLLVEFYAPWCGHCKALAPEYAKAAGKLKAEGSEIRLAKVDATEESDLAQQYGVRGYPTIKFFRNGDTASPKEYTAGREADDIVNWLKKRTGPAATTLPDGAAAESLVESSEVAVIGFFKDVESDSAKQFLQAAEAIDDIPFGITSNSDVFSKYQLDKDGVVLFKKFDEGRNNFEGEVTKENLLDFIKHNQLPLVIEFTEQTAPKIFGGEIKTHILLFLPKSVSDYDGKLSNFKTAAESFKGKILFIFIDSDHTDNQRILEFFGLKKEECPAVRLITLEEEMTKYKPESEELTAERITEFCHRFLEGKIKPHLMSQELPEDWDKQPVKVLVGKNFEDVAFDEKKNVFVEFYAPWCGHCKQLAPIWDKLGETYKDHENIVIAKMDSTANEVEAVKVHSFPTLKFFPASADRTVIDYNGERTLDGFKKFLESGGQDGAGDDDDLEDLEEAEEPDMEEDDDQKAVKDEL
Cardio protect: myocardial damage modulation in H9c2 cells; H9c2 cardiomyocytes, H2O2 injury protection, ATPLite, 2 h; protection from H2O2 cell death, % at 20 µM; 360,000 tested, 0.63% active; AID 588492;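 active = compounds giving at least 50% protection of heart cells from peroxide-induced death in the single-dose screen, raw or plate-pattern-corrected value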;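 also: 0% = DMSO wells with peroxide and 100% = DMSO wells without peroxide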
aDG glyco act: increases alpha dystroglycan glycosylation | Pro5-aDG cells, alpha-DG glycosylation AlphaScreen (IIH6); 0% Pro5, 100% B10-LARGE cell signal | activation, % at 10 µM | 360,000 tested, 0.22% active;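 active = activation of at least 8% versus controls, or a plate z-score of at least 8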;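 also: Pro5 are CHO cells carrying HIG-tagged alpha-DG that lacks glycosylation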
CaV13 FRET inh: Disruptors of the CACNA1D IQ motif to Ca2+-dependent inactivation inhibitor domain association, primary screening, Förster resonance energy transfer in intact living … | 340,000 tested, 0.098% active | inhibition, % at 12.3 µM | HEK cells, CFP/YFP FRET ICDI-IQ, plate reader, 10 min; percent FRET-ratio fall versus neutral wells;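 active = mean replicate inhibition of at least 30% and at least 1% of replicates passing that level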;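 also: 0% = median of the neutral control wells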
Vif imaging: blocks HIV Vif function; HEK293T cells, Vif self-association by quenched fluorescence, imaging, 24 h; inhibition, % at 7.49 µM; 340,000 tested, 0.35% active; in the data active = inhibition above about 50%, passing the limit was not always enough; also: some results filed as inactive read as strong as hits
Glyco luc inh: N-linked glycosylation inhibition; 360,000 tested, 0.23% active; reporter increase, % at 12.5 µM; AID 588692; D54 ERlucT glycosylation luciferase reporter, 24 h; percent of 100 nM tunicamycin response;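 active = mean luciferase reporter signal, scaled so untreated is 0 and the glycosylation-blocking control 100, at or above a set limit in every replicate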;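 also: luciferase carries N-glycosylation sites so blocking glycosylation raises the light; 0% = median of neutral control wells and 100% = median of 100 nM tunicamycin wells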
Starred values were filed as active, the others as inactive; x = not tested or not shown.

SMILES	MC4R antagonist	ABCB6 inh MLPCN	MC4R barr agon	HTR2A ag	PDI turbidity	Cardio protect	aDG glyco act	CaV13 FRET inh	Vif imaging	Glyco luc inh
O=C(O)C1C2C=CC3(CN(CC(O)COc4ccccc4)C(=O)C13)O2 (stereo unspecified)	8	97	2.5	0	-3	-2	0.0	-5	14	3
O=C(NCCc1cccc(Cl)c1)c1ccc2c(c1)OCO2	-2	102	-1.6	0	2	-11	0.1	x	0	-15
COCCCNC(=O)Cn1cc(/C=C(\C#N)C(=O)NC2CCCC2)c2ccccc21	12	108	0.4	6	1	6	0.0	-5	-7	0
COc1ccccc1/C=C(\NC(=O)c1ccccc1)C(=O)NCc1ccco1	12	97	-2.0	0	6	-5	0.3	-2	2	0
Cc1nc2c3c(sc2c(=O)[nH]1)NC(=O)CC3c1ccccc1Cl (stereo unspecified)	8	98	0.5	5	1	8	-0.2	-2	-13	5
Cc1ccccc1NC(=O)Cc1nc(COC(=O)CSc2ccccc2)cs1	-1	99	-1.4	5	-2	6	0.1	x	26	6
CCOC(=O)c1ccc(NC(=S)N(CCN(C)C)Cc2cccs2)cc1	0	101	1.8	-3	-2	-6	0.6	-3	-1	-14
O=C(O)CNC(=O)/C(=C/c1ccco1)NC(=O)/C=C/c1ccccc1	6	97	-1.8	-2	-2	6	0.3	-6	x	0
Cc1ccc(/C=N/NC(=O)c2cccc(S(=O)(=O)Nc3ccccc3Cl)c2)o1	-6	98	-1.8	-3	-7	-3	0.6	-3	-4	1
Cc1ccc([N+](=O)[O-])cc1NC(=O)CN(C1CCCCC1)S(=O)(=O)c1ccc(Cl)cc1	2	101	1.7	-10	3	10	-0.2	x	-9	-7
Nc1nc2c(ncn2[C@@H]2O[C@H](CNCc3ccc(F)c(N4CCOCC4)c3)[C@@H](O)[C@H]2O)c(=O)[nH]1	x	104	x	-1	x	4	0.1	-3	x	0
COc1cc(OC)nc(Oc2cc(C=O)ccc2OC)n1	-1	102	-0.9	1	-2	7	0.0	-5	-6	3
CCC(C)Nc1nc(C)nc2c1oc1ccccc12 (stereo unspecified)	2	99	-1.6	8	-2	-10	0.6	-4	-4	3
O=C(CCC(=O)N1CCOc2ccccc21)N1CCN(c2ccccc2)CC1	7	98	0.8	3	x	8	0.0	-6	-6	1
COc1ccc([C@H]2[C@@H](C#N)[C@H](C#N)N3CCCN23)cc1	9	98	-0.4	0	4	-1	-0.1	-4	-11	0

Record cards, as listed above. Order of screens: MC4R antagonist, ABCB6 inh MLPCN, MC4R barr agon, HTR2A ag, PDI turbidity, Cardio protect, aDG glyco act, CaV13 FRET inh, Vif imaging, Glyco luc inh
`Cc1nc2c3c(sc2c(=O)[nH]1)NC(=O)CC3c1ccccc1Cl` (stereo unspecified) reads 8, 98, 0.5, 5, 1, 8, -0.2, -2, -13, 5
`Nc1nc2c(ncn2[C@@H]2O[C@H](CNCc3ccc(F)c(N4CCOCC4)c3)[C@@H](O)[C@H]2O)c(=O)[nH]1` reads x, 104, x, -1, x, 4, 0.1, -3, x, 0

(listing goes on)
SMILES	MC4R antagonist	ABCB6 inh MLPCN	MC4R barr agon	HTR2A ag	PDI turbidity	Cardio protect	aDG glyco act	CaV13 FRET inh	Vif imaging	Glyco luc inh
Cc1onc(-c2ccccc2Cl)c1C(=O)N1CCN(C)CC1	-2	97	0.0	0	5	0	0.0	-4	51*	1
CC(=O)C1=C(O)C(=O)N(CCO)C1c1ccccc1 (stereo unspecified)	-4	96	3.4	4	-6	10	0.3	-6	-6	3
COc1ccc(N2CCN(C(=O)CN3C(=O)NC(C)(c4ccc5ccccc5c4)C3=O)CC2)cc1 (stereo unspecified)	3	90	0.8	3	9	-8	-0.1	-3	-13	-4
CCOc1cc2c(cc1OCC)C(c1ccccc1OC)OC(=O)C2 (stereo unspecified)	-11	99	0.3	2	3	-1	-0.1	-5	2	2
COc1ccc(N=C2SC(CC(=O)Nc3ccccc3)C(=O)N2Cc2ccco2)cc1 (stereo unspecified)	-5	98	8.3*	6	-1	-4	1.0	-4	15	1
CCOC(=O)Cc1csc(SCC(=O)Nc2nccs2)n1	15	102	1.6	2	-1	0	0.0	-2	11	0
O=C1CC(NS(=O)(=O)c2ccc([N+](=O)[O-])cc2)CN1c1ccc(Cl)cc1 (stereo unspecified)	13	100	3.8	4	8	0	-0.2	-6	x	1
Cc1ccc(C(=O)C(C)OC(=O)c2ccccc2[N+](=O)[O-])cc1 (stereo unspecified)	-9	87	0.5	-3	-7	-23	0.0	-6	7	-5
CCc1ccc(/C=C2\SC(=S)N(CCCC(=O)Nc3cc(C)on3)C2=O)cc1	8	101	-0.8	6	-8	-1	-0.1	-11	1	0
Cc1ccccc1N1CCN(C(=O)c2ccc(Oc3ccc(C(F)(F)F)cn3)cc2)CC1	3	101	4.5	-2	-2	-9	0.3	-2	-9	-1
CC(=O)Nn1cnc2c(c1=O)C1(CCCCC1)Cc1ccccc1-2	8	98	-0.1	7	5	6	-0.1	x	6	0
CC12CCC(=O)N1C(C(=O)Nc1cc(Cl)ccc1N1CCCC1)CS2 (stereo unspecified)	10	95	-3.4	-1	-57	-6	0.0	-5	4	0
CNC(=O)COC(=O)c1ccc(OCC(=O)Nc2ccccc2OC)c(OC)c1	5	101	-0.7	0	3	1	-0.1	-6	-6	0
COC(=O)c1c(C)[nH]c(C=Nc2ccc(OC)cc2)c1C	3	95	-1.6	7	-3	-2	0.0	-4	1	3
Cn1nc(C(=O)Nc2ccc(Br)cc2)cc1C(=O)Nc1ccc(Br)cc1	7	99	0.6	-4	2	6	0.1	-4	38	-1
CC(=O)Nc1ccc(CN2CCCC(CO)(Cc3ccccc3C)C2)cc1 (stereo unspecified)	19	106	-0.4	-5	3	8	-0.1	1	-11	2
c1ccc(-n2c(Cc3cccnc3)nc3cnccc32)cc1	4	99	-0.1	8	10	9	-0.2	-4	x	1
C/C(N)=C(/C#N)C(=O)CSc1nc2scc(-c3ccc(F)cc3)c2c(=O)n1C	4	97	-2.1	-1	0	-7	-0.2	-4	-3	-2
CCCCN(C)C(=O)c1nc2ccccn2c1CN1CCC[C@H]1C(=O)OC	0	90	1.3	-2	3	8	0.3	-5	-5	0
Cc1ccsc1C(=O)OC(C)C(=O)Nc1ccc(Cl)cn1 (stereo unspecified)	4	102	1.8	-2	-2	-1	0.1	-5	-13	-2
CC(C(=O)Nc1cccnc1)c1ccc([N+](=O)[O-])cc1 (stereo unspecified)	-2	99	3.5	2	-19	-2	0.7	-7	0	-1
Cc1ccccc1-c1ccc(=O)n(CC(=O)Nc2ccc(C(=O)N3CCCC3)cc2)n1	-1	95	-0.5	-3	0	-1	-0.1	-5	-5	-1
CCNCCNC(=O)c1c(O)c2c([nH]c1=O)CCCC2	10	101	-3.1	0	10	-4	0.0	-7	1	-2
O=C(NCCCn1ccnc1)c1ccccc1F	2	99	0.0	-3	5	4	0.0	-2	14	1
Cc1cc(C)cc(CC(=O)N2CCC2(C)C(=O)NS(=O)(=O)c2ccccc2)c1 (stereo unspecified)	6	97	-1.6	0	14	10	-0.1	-6	2	0
O=C(NCCN1CCOCC1)c1ccc(CSCc2cccc(Cl)c2)o1	21	104	-0.4	-2	-2	6	0.1	0	-1	-3
CCOc1ccc(CNC(=O)C2CCCN(S(=O)(=O)N3CCC(C)CC3)C2)cc1OC (stereo unspecified)	-2	96	-2.1	5	-2	-10	0.0	-13	x	-1
CSc1nc(N)nc2c1ncn2CC(=O)NCCCc1ccccc1	4	103	0.2	1	8	-20	0.2	-5	-3	-1
Cc1ccc(CNC(=O)COC(=O)C2CCN(S(=O)(=O)c3cccs3)CC2)cc1	-1	99	-2.3	2	8	3	1.5	-3	x	2
O=C(c1ccc2c(c1)CCN2S(=O)(=O)c1ccccc1)N1CCN(c2ccc(F)cc2)CC1	7	97	1.4	7	-1	-3	0.3	-7	2	-2
C=CCc1ccc(OCC(O)CN2CCCCC2)c(OC)c1 (stereo unspecified)	0	91	-2.4	-2	0	8	0.4	x	16	-2
N#Cc1ccc(CSc2nnc(-c3cccnc3)n2-c2ccccc2)cc1	8	100	-0.6	3	-1	-3	0.2	x	-2	-3
COc1ccc2nc(NC(=O)CCc3ccc(OC)c(OC)c3)sc2c1	-2	104	-1.0	-3	-3	-2	0.0	0	-3	-1
CCCCCCNC(=O)CSc1nccn1Cc1ccccc1	3	100	1.7	-3	-1	-4	0.0	-10	-4	-2
COCCCn1c(SCC(=O)Nc2oc(C)c3c(C)n[nH]c(=O)c23)nc2ccccc2c1=O	10	101	-3.1	-5	-12	0	0.7	-6	-1	3
CC(=O)N1CCN(c2ccccc2NC(=O)COc2ccccc2C)CC1	11	95	-1.9	-5	4	20	0.5	4	35	-1
CCOc1cc(/C=N/n2c(C)nc3ccccc3c2=O)ccc1O	-1	95	-0.9	5	-30	0	0.2	-18	12	-1

By substructure: those above with a Cl atom.
SMILES	MC4R antagonist	ABCB6 inh MLPCN	MC4R barr agon	HTR2A ag	PDI turbidity	Cardio protect	aDG glyco act	CaV13 FRET inh	Vif imaging	Glyco luc inh
O=C(NCCc1cccc(Cl)c1)c1ccc2c(c1)OCO2	-2	102	-1.6	0	2	-11	0.1	x	0	-15
Cc1nc2c3c(sc2c(=O)[nH]1)NC(=O)CC3c1ccccc1Cl (stereo unspecified)	8	98	0.5	5	1	8	-0.2	-2	-13	5
Cc1ccc(/C=N/NC(=O)c2cccc(S(=O)(=O)Nc3ccccc3Cl)c2)o1	-6	98	-1.8	-3	-7	-3	0.6	-3	-4	1
Cc1ccc([N+](=O)[O-])cc1NC(=O)CN(C1CCCCC1)S(=O)(=O)c1ccc(Cl)cc1	2	101	1.7	-10	3	10	-0.2	x	-9	-7
Cc1onc(-c2ccccc2Cl)c1C(=O)N1CCN(C)CC1	-2	97	0.0	0	5	0	0.0	-4	51*	1
O=C1CC(NS(=O)(=O)c2ccc([N+](=O)[O-])cc2)CN1c1ccc(Cl)cc1 (stereo unspecified)	13	100	3.8	4	8	0	-0.2	-6	x	1
CC12CCC(=O)N1C(C(=O)Nc1cc(Cl)ccc1N1CCCC1)CS2 (stereo unspecified)	10	95	-3.4	-1	-57	-6	0.0	-5	4	0
Cc1ccsc1C(=O)OC(C)C(=O)Nc1ccc(Cl)cn1 (stereo unspecified)	4	102	1.8	-2	-2	-1	0.1	-5	-13	-2
O=C(NCCN1CCOCC1)c1ccc(CSCc2cccc(Cl)c2)o1	21	104	-0.4	-2	-2	6	0.1	0	-1	-3
